Screening data deposited in PubChem BioAssay by several laboratories.
NOD1 inhibition – NOD1 signaling inhibitors, primary screen, cell-based, luminescence, uHTS (AID 1578); 290,000 tested, 1% active; NOD1-driven NF-kB luciferase reporter cells, luminescence; higher % means a stronger effect; inhibition, % at 4 µM, or EC50 in µM where a hit was titrated; in the data active means inhibition mostly above about 36%, no sharp cut-off; inactive means mostly below about 34%;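 further: HEK-293T reporter cells stimulated with the NOD1 agonist gamma-tri-DAP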
Yfh1-depleted yeast – enhancers of respiration in Yfh1-depleted yeast, dose response, Friedreich's ataxia, plus single-dose screen (AID 1465); 220,000 tested, 0.074% active; fold induction at 50 µM, or EC50 in µM where a hit was titrated; S. cerevisiae Yfh1-off respiration, WST-1 reduction, 72 h; higher fold induction means a stronger effect;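 active means fold induction of absorbance versus untreated yeast above a set limit, then at least 30% activation at any dose in follow-up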;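 further: activators that raise dye reduction in frataxin-depleted yeast; strong numbers were not always called active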
M17LAP inhibition – P. falciparum M17LAP inhibitors, primary screen, biochemical, fluorogenic H-Leu-NHMec substrate, 1536-well (AID 1619). Leucine aminopeptidase (Plasmodium falciparum (isolate 3D7)). recombinant M17LAP, H-Leu-NHMec fluorogenic kinetic assay; higher % means a stronger effect. one-dose inhibition, % at 30 µM; IC50 in µM for titrated hits. 220,000 tested, 0.38% active;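 active means compound inhibiting the enzyme by more than half at any dose during confirmatory dose-response retesting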;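 further: plate controls were full reaction with DMSO carrier for no effect and no enzyme background for full effect; strong numbers were not always called active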
Insulin prom up – insulin promoter activators in MIN6 cells, imaging, high-content screening, mouse beta cells | MIN6 insulin promoter-GFP reporter; stronger effect = higher value | z-score at 5 µM | 190,000 tested, 0.3% active;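 active means z-score above 3 at 5 µM with at least 500 cells counted in the well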
MT stabilize HCS – microtubule stabilizers in HeLa cells, primary screen, imaging, high-content imaging; HeLa tubulin immunostaining HCS, 24 h; share of cells brighter than vehicle mean+2SD; % tubulin-high responders, % at 10 µM; 200,000 tested, 0.83% active; AID 2205, 2009;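 active means plate Z-score above 3 for both tubulin-high and condensed-nucleus cell shares, with cell loss under 80%, at 10 µM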;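 further: anti alpha tubulin signal scored within the nucleus-defined area of each cell; some results filed as inactive read as strong as hits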
Dynein cargo inh – inhibitors of GR-EGFP nuclear translocation, primary screen, dynein cargo transport inhibitor project, imaging, high-content, 3617.4 mouse cells | z-score, hits read low | AID 1381, 2008 | 220,000 tested, 0.47% active | test concentration mostly 20 µM; stimulated with dexamethasone, 1 µM; stronger effect = lower value;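 active means plate z-score of nuclear minus cytoplasmic receptor signal below a set negative limit, without overly bright fluorescence or cell loss, cut at about -3.5 in these data, passing the limit was not always enough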;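 further: z-score of nuclear minus cytoplasmic ring GR-EGFP intensity difference per well; some compounds called inactive have numbers as strong as hits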
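Buffer or medium: tet-free medium with charcoal-stripped serum / Also added: dexamethasone agonist, 1.0 µM final, for 30 min / Timing: induction 48 h, compound 1 h, agonist 30 min / Measured by: high-content fluorescence imaging after fixation / Read-out: nuclear-to-cytoplasmic GR-EGFP distribution per well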
HEK293 NOD2/NF-kB – NOD2 signaling inhibitors, cell-based, luminescence, uHTS, HEK293 (AID 1566); HEK293 NOD2/NF-kB luciferase reporter, luminescence; higher % means a stronger effect; inhibition, % at 4 µM, or EC50 in µM where a hit was titrated; 290,000 tested, 0.63% active; in the data active means inhibition above about 50%; further: many of its hits are not listed in these tables
b-catenin transl – modulators of beta-catenin nuclear translocation, primary screen, imaging, HeLa cells, immunofluorescence, high-content. nuclear translocation activity, % at 5 µM. 190,000 tested, 0.3% active. AID 1665, 2009;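 active means nuclear translocation activity above 50% at 5 µM, with a well cell count of 50 or more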;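 further: per-cell ratio of nuclear to cytoplasmic median beta-catenin stain intensity; plate controls were DMSO negative control for no effect and GSK-3 inhibitor IX positive control for full effect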
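System: HeLa cells, endogenous beta-catenin; compound dosing: 5 µM primary single dose, 0.1% DMSO, 0.02–20 µM confirmation series; incubation: 24 h compound exposure at 37°C, 5% CO2; signal: beta-catenin immunofluorescence imaging with DAPI; evaluation: % activation, nuclear-to-cytoplasmic median beta-catenin signal ratio per cell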
Autophagy mod – autophagy modulators in MEF cells, primary screen, imaging, high-content, MEF GFP-LC3; 190,000 tested, 0.98% active; calls only at 10 µM (by protocol); AID 463193, 2010; MEF GFP-LC3 puncta imaging; test concentration mostly 10 µM;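 active means percentage of spot-positive cells more than 3 SD above its plate mean, without a fluorescence outlier flag or 80% toxicity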;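 further: spot-positive cell cutoff set from DMSO-treated cells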
Dynein cargo inh cytoplasmic EGFP – also measured in Dynein cargo inh; calls as there; z-score; measured here: cytoplasmic GR-EGFP intensity; stronger effect = higher value
Dynein cargo inh nuclear GR-EGFP – recorded beside Dynein cargo inh, whose call it bears; z-score; measured here: nuclear GR-EGFP intensity;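 lower value marks the stronger effect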
Dynein cargo inh cell count – further read-out of Dynein cargo inh, marked with its call; z-score; measured here: cell count per field
Insulin prom up cell count – also measured in Insulin prom up; calls as there; cell count; measured here: cytotoxicity, nuclei count;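 total cells summed across four imaged fields per well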
b-catenin transl cell count 5 µM – further read-out of b-catenin transl, marked with its call; cell count; measured here: cell count, cytotoxicity flag
MT stabilize HCS Hoechst-high % – also measured in MT stabilize HCS; calls as there; % Hoechst-high responders; measured here: nuclear condensation Hoechst responders;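 share of cells brighter than vehicle mean plus two SD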
MT stabilize HCS cytotoxicity % – second read-out of MT stabilize HCS, no call of its own (marks repeat the call); toxicity, %; measured here: cytotoxicity by cell density;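 0% = mean cell density of plate MIN control wells and 100% = no cells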
Autophagy mod cell loss 18 h – second read-out of Autophagy mod, no call of its own (marks repeat the call); toxicity, %; measured here: cell loss, nuclei count;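 cell loss after 18 h compound exposure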
* = called active by the depositor. An excerpt; count on the stated rates, not on these rows.

Cc1ccc(C(=O)N(CC(=O)Nc2ccc(Cl)c(Cl)c2)Cc2ccco2)cc1 was read as NOD1 inhibition 24.7%, Yfh1-depleted yeast inactive, M17LAP inhibition -8.2%, Insulin prom up 1.05, MT stabilize HCS 1.4, Dynein cargo inh -0.791, HEK293 NOD2/NF-kB 4.3%, b-catenin transl -3.0, Autophagy mod inactive, Dynein cargo inh cytoplasmic EGFP -0.0252, Dynein cargo inh nuclear GR-EGFP -0.816, Dynein cargo inh cell count 1.13, Insulin prom up cell count 1269, b-catenin transl cell count 5 µM 562, MT stabilize HCS Hoechst-high % 4.5, MT stabilize HCS cytotoxicity % 5.8 and Autophagy mod cell loss 18 h 5.2.
Screening CN(CCc1ccccn1)C(=O)c1nn2c(C(F)(F)F)cc(-c3ccco3)nc2c1Cl returned NOD1 inhibition -10.4%, Yfh1-depleted yeast inactive, M17LAP inhibition 11.4%, Insulin prom up -0.93, MT stabilize HCS 6.0, Dynein cargo inh -0.00178, HEK293 NOD2/NF-kB 1.1%, b-catenin transl -4.2, Autophagy mod inactive, Dynein cargo inh cytoplasmic EGFP -0.345, Dynein cargo inh nuclear GR-EGFP 0.333, Dynein cargo inh cell count -0.0872, Insulin prom up cell count 1194, b-catenin transl cell count 5 µM 800, MT stabilize HCS Hoechst-high % 3.3, MT stabilize HCS cytotoxicity % 10.7 and Autophagy mod cell loss 18 h 15.0.
Screening CCOC(=O)c1nc(Nc2ccc(C(=O)OC)cc2)c2ccccc2n1 returned NOD1 inhibition 37.2%, M17LAP inhibition -16.6%, MT stabilize HCS 2.6, Dynein cargo inh 0.0607, HEK293 NOD2/NF-kB -11.9%, Autophagy mod inactive, Dynein cargo inh cytoplasmic EGFP -0.204, Dynein cargo inh nuclear GR-EGFP 0.556, Dynein cargo inh cell count 0.502, MT stabilize HCS Hoechst-high % 2.1, MT stabilize HCS cytotoxicity % 2.5 and Autophagy mod cell loss 18 h -33.7.
`CC(C)N(CC#CCC(O)(c1ccccc1)c1ccccc1)CCO` gave NOD1 inhibition 7.4%, Yfh1-depleted yeast inactive, Insulin prom up 0.64, MT stabilize HCS 1.7, Dynein cargo inh 1.23, HEK293 NOD2/NF-kB 4.4%, b-catenin transl 4.8, Autophagy mod inactive, Dynein cargo inh cytoplasmic EGFP -0.00182, Dynein cargo inh nuclear GR-EGFP 1.28, Dynein cargo inh cell count -0.665, Insulin prom up cell count 1661, b-catenin transl cell count 5 µM 788, MT stabilize HCS Hoechst-high % 1.6, MT stabilize HCS cytotoxicity % 7.0 and Autophagy mod cell loss 18 h 0.1.
`CCCCn1nc2cc(C(=O)NCc3ccc4c(c3)OCO4)ccc2c1OCC` gave NOD1 inhibition -29.9%, Yfh1-depleted yeast inactive, M17LAP inhibition -3.0%, Insulin prom up 0.14, MT stabilize HCS 2.7, Dynein cargo inh 0.105, HEK293 NOD2/NF-kB 7.2%, b-catenin transl 0.6, Autophagy mod inactive, Dynein cargo inh cytoplasmic EGFP -0.198, Dynein cargo inh nuclear GR-EGFP 0.587, Dynein cargo inh cell count 0.377, Insulin prom up cell count 1929, b-catenin transl cell count 5 µM 1138, MT stabilize HCS Hoechst-high % 1.3, MT stabilize HCS cytotoxicity % 7.7 and Autophagy mod cell loss 18 h -33.5.
`COc1ccc(C(CC(=O)N2CCCC2)c2c(O)cc(OC)cc2OC)cc1` (stereo not given) gave NOD1 inhibition 3.3%, Yfh1-depleted yeast inactive, M17LAP inhibition -4.7%, Insulin prom up 0.2, Dynein cargo inh -0.955, HEK293 NOD2/NF-kB 5.1%, b-catenin transl -2.5, Dynein cargo inh cytoplasmic EGFP -0.797, Dynein cargo inh nuclear GR-EGFP -0.409, Dynein cargo inh cell count 0.45, Insulin prom up cell count 1046 and b-catenin transl cell count 5 µM 1225.
Cc1c(Cl)cccc1NC(=O)CN1CCN(CCN=CC2=C(O)CC(c3ccccc3)CC2=O)CC1 (stereo not given) was read as NOD1 inhibition -9.7%, Yfh1-depleted yeast inactive, M17LAP inhibition 26.3%, MT stabilize HCS 3.9, Dynein cargo inh -0.134, HEK293 NOD2/NF-kB 9.6%, Autophagy mod inactive, Dynein cargo inh cytoplasmic EGFP -0.317, Dynein cargo inh nuclear GR-EGFP 0.0881, Dynein cargo inh cell count 0.313, MT stabilize HCS Hoechst-high % 2.8, MT stabilize HCS cytotoxicity % 3.3 and Autophagy mod cell loss 18 h 4.4.
COC(=O)c1ccc(NC(=O)C(=O)N2CCN(C(=S)Nc3cccc(OC)c3)CC2)cc1 was read as NOD1 inhibition -10.2%, Yfh1-depleted yeast inactive, M17LAP inhibition 4.7%, Insulin prom up 0.92, MT stabilize HCS 1.1, Dynein cargo inh 0.458, HEK293 NOD2/NF-kB 7.1%, b-catenin transl 0.7, Autophagy mod inactive, Dynein cargo inh cytoplasmic EGFP -0.189, Dynein cargo inh nuclear GR-EGFP 0.696, Dynein cargo inh cell count -1.35, Insulin prom up cell count 1534, b-catenin transl cell count 5 µM 1098, MT stabilize HCS Hoechst-high % 2.5, MT stabilize HCS cytotoxicity % 6.9 and Autophagy mod cell loss 18 h 1.7.
Screening CC(C)CC(NC(=O)CNC(=O)C1O[C@@H]2OC(C)(C)O[C@@H]2[C@H]2OC(C)(C)O[C@@H]12)C(=O)O (stereo not given in full) returned NOD1 inhibition -37.9%, Yfh1-depleted yeast inactive, M17LAP inhibition -0.3%, Insulin prom up -0.63, MT stabilize HCS 3.1, Dynein cargo inh 1.44, HEK293 NOD2/NF-kB -2.8%, b-catenin transl -0.6, Autophagy mod inactive, Dynein cargo inh cytoplasmic EGFP -0.265, Dynein cargo inh nuclear GR-EGFP 0.902, Dynein cargo inh cell count -1.04, Insulin prom up cell count 1264, b-catenin transl cell count 5 µM 1102, MT stabilize HCS Hoechst-high % 2.3, MT stabilize HCS cytotoxicity % 9.1 and Autophagy mod cell loss 18 h 16.7.
For O=C(Nc1nc(-c2nc3ccccc3s2)cs1)C1COc2ccccc2O1 (stereo not given) the results were NOD1 inhibition -39.7%, Yfh1-depleted yeast inactive, M17LAP inhibition -14.9%, Insulin prom up -0.33, MT stabilize HCS 5.7, Dynein cargo inh 0.0316, HEK293 NOD2/NF-kB -58.7%, b-catenin transl -1.9, Autophagy mod inactive, Dynein cargo inh cytoplasmic EGFP -0.184, Dynein cargo inh nuclear GR-EGFP 0.355, Dynein cargo inh cell count 0.337, Insulin prom up cell count 1230, b-catenin transl cell count 5 µM 1075, MT stabilize HCS Hoechst-high % 2.0, MT stabilize HCS cytotoxicity % 4.7 and Autophagy mod cell loss 18 h 3.3.
For O=[N+]([O-])c1ccccc1CNc1ccc(F)c(Cl)c1 the results were NOD1 inhibition -8.4%, Yfh1-depleted yeast inactive, M17LAP inhibition 8.1%, Insulin prom up -0.33, MT stabilize HCS 2.6, Dynein cargo inh 0.0392, HEK293 NOD2/NF-kB -1.7%, b-catenin transl 1.5, Autophagy mod inactive, Dynein cargo inh cytoplasmic EGFP -0.291, Dynein cargo inh nuclear GR-EGFP -0.267, Dynein cargo inh cell count -0.591, Insulin prom up cell count 2211, b-catenin transl cell count 5 µM 982, MT stabilize HCS Hoechst-high % 2.7, MT stabilize HCS cytotoxicity % 6.8 and Autophagy mod cell loss 18 h 10.7.
Screening CC(=O)c1ccc(NC(=O)Cn2c3ccccc3c3nc(=O)cc(C)n32)cc1 returned NOD1 inhibition -5.1%, Yfh1-depleted yeast inactive, M17LAP inhibition 7.7%, Insulin prom up -0.3, Dynein cargo inh -0.000861, HEK293 NOD2/NF-kB 5.2%, b-catenin transl -0.4, Dynein cargo inh cytoplasmic EGFP -0.222, Dynein cargo inh nuclear GR-EGFP 0.164, Dynein cargo inh cell count 0.317, Insulin prom up cell count 1041 and b-catenin transl cell count 5 µM 1325.
O=C(c1cc2c(F)cccc2s1)N1CCCC1 was read as NOD1 inhibition -45.5%, Yfh1-depleted yeast inactive, M17LAP inhibition 11.6%, Insulin prom up -0.28, MT stabilize HCS 3.9, Dynein cargo inh -0.338, HEK293 NOD2/NF-kB -22.1%, b-catenin transl 2.1, Autophagy mod inactive, Dynein cargo inh cytoplasmic EGFP -0.354, Dynein cargo inh nuclear GR-EGFP -0.156, Dynein cargo inh cell count -0.108, Insulin prom up cell count 1411, b-catenin transl cell count 5 µM 1432, MT stabilize HCS Hoechst-high % 1.9, MT stabilize HCS cytotoxicity % 13.1 and Autophagy mod cell loss 18 h 4.2.
For CCSC(SCC)[C@H](O)[C@@H](O)[C@H](O)[C@H](O)CO the results were NOD1 inhibition 1.7%, Yfh1-depleted yeast inactive, M17LAP inhibition -0.7%, MT stabilize HCS 2.0, Dynein cargo inh -0.0939, HEK293 NOD2/NF-kB 23.4%, Autophagy mod inactive, Dynein cargo inh cytoplasmic EGFP -0.262, Dynein cargo inh nuclear GR-EGFP 0.425, Dynein cargo inh cell count 0.664, MT stabilize HCS Hoechst-high % 1.8, MT stabilize HCS cytotoxicity % 6.6 and Autophagy mod cell loss 18 h -25.6.
